# DNA Pol III inh: DNA polymerase III holoenzyme inhibition | actives 0.25% (n = 71,000) | Potency, µM (series often up to 57.1 µM), inactives show top-dose activity change, negative = inhibition | reconstituted DNA polymerase III holoenzyme replication, biochemical; also: potency is read from the fitted curve at half-maximal effect; % is scaled to controls: 0 for no effect and ±100 for the full control effect
#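 Reconstituted *E. coli* holoenzyme (0.35 nM Pol III, 1 nM beta, 154 nM SSB, 2 nM primase) was preincubated with compound for 15 min at RT. Synthesis on 1.4 nM ssM13Gori ran 35 min, then was stopped with PicoGreen/EDTA and read as dsDNA fluorescence.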
# BRCT inh red: inhibitors of human BRCA1 BRCT-phosphoprotein interaction (red fluorophore); BRCT-phosphopeptide binding, red fluorescence polarization; Potency, µM (top dose mostly 76.9 µM), for the others: at the highest dose activity change, negative = inhibition, usual class: inhibitors; actives 0.03% (n = 75,000); also: % is scaled to controls: 0 for no effect and ±100 for the full control effect
#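 Fluorescence polarization: 100 nM His-tagged BRCA1 BRCT with 100 nM TAMRA-labelled phospho-BACH1 decapeptide, phosphate buffer pH 7.3 with 150 mM NaCl, DTT, 0.01% Tween 20; 12 min RT. Binding inhibition seen as FP decrease.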
# CRE-bla Fsk: CRE-bla signaling modulation under forskolin stimulation; actives 2.5% (n = 71,000); Potency, µM (series often up to 38.2 µM), without a hit: at the top dose activity change, negative = inhibition, hits mostly activators; AID 662; CHO CRE-bla reporter (cAMP response element driving beta-lactamase), forskolin EC10, beta-lactamase ratio; active = well fitted activation curve with a large enough effect in the signal ratio, with a control signal flat, not every such curve was filed as active; inconclusive = small, poorly fitted or top-dose-only effect, or effect the other way, or a change in a side signal; the % refers to the signal ratio; also: potency is read from the fitted curve at half-maximal effect; % of control where 0% means no effect
#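 Modulation of forskolin signalling: compounds in titration series added with EC10 NKH 477 to CHO cells carrying a CRE-driven beta-lactamase reporter, 3 h, 37C. CCF4 FRET ratio (460/530 nm, ex 405 nm) gives %activity and AC50.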
# Epigenetic mod: epigenetic modulators derepressing GFP locus in mouse cells | mouse C127i GFP locus derepression, cytometry, 30 h | Potency, µM (doses to about 46.1 µM), inactives show at the highest dose GFP derepression (activation) | actives 0.09% (n = 68,000) | AID 597; also: % of control where 0% means no effect
#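 Locus derepression in mouse mammary C127i cells whose integrated CMV-GFP reporter is normally silent; GFP expression after 30 h compound treatment was quantified by counting fluorescent cells.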
# UbGFP stabilizer: proteasome inhibitors stabilizing ubiquitin-GFP reporter; 67,000 tested, under 10 active; Potency, µM (doses to about 45.9 µM), for inactives: at the highest dose activation (GFP accumulation), hits mostly activators; Ubiquitin-GFP reporter cells, proteasome inhibition, GFP fluorescence; response scale: untreated = 0%, 10 µM MG-132 = 100%; active = well fitted activation curve with a large enough effect, not every such curve was filed as active; inconclusive = small, poorly fitted or top-dose-only effect, or another doubt; inactive = no such curve, though single readings can be large or run the other way; also: potency is read from the fitted curve at half-maximal effect
#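 GFP accumulation read-out: laser plate cytometry counting ubiquitin(G76V)-GFP-expressing U2OS cells after 4 hr compound exposure at 37 °C. Titrations spanned 46 uM to 2.9 nM; 0% = basal, 100% = 10 uM MG-132; concentration-response curves fitted.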
# BRCT PPI green: BRCA1 BRCT-phosphoprotein interaction inhibition | BRCA1 BRCT-phosphopeptide binding, green fluorescence polarization | Potency, µM (series often up to 76.9 µM), for inactives: at the highest dose activity change, negative = inhibition, hits mostly inhibitors | actives 0.05% (n = 75,000) | AID 875;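 also: potency is read from the fitted curve at half-maximal effect; plate controls were peptide without protein for full effect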
#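 Fluorescence polarization: His-tagged BRCT (~35 kDa BRCA1 C-terminus, 250 nM) bound to 100 nM fluorescein-labeled phosphorylated 10-aa BACH1 peptide, pH 7.3 phosphate buffer with DTT and Tween 20. Compounds incubated 12 min at room temperature; inhibition read as lowered polarization.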
# 15-hLO inh: 15-hLO (ALOX15) enzyme inhibition; P16050; purified 15hLO-1, xylenol orange hydroperoxide absorbance; Potency, µM (titrated, usually from 57.1 µM), for inactives: at the highest dose activity change, negative = inhibition, hits mostly inhibitors; actives 1.4% (n = 74,000); also: potency is read from the fitted curve at half-maximal effect; % is scaled to controls: 0 for no effect and ±100 for the full control effect; nearly all actives have a fitted effect of over 55% in size
#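 Hydroperoxide formed from arachidonic acid (50 uM) by purified human 15hLO-1 (40 nM) oxidizes ferrous iron, and the ferric-xylenol orange complex is read at 573 versus 405 nm. Compounds were preincubated 15 min; reaction ran 6 min at room temperature.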
# USP2a inh: USP2a (human) protease inhibition; Potency, µM (highest dose often 38.3 µM), inactives show top-dose activity change, negative = inhibition, most hits filed as inhibitors; AID 927; USP2a enzymatic assay, qHTS inhibition; O75604; actives 0.1% (n = 60,000);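 also: potency is read from the fitted curve at half-maximal effect; nearly all actives have a fitted effect of over 60% in size; plate controls were DMSO for no effect and NEM full inhibition control for full effect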
# Target sequence (O75604 whole entry, looked up): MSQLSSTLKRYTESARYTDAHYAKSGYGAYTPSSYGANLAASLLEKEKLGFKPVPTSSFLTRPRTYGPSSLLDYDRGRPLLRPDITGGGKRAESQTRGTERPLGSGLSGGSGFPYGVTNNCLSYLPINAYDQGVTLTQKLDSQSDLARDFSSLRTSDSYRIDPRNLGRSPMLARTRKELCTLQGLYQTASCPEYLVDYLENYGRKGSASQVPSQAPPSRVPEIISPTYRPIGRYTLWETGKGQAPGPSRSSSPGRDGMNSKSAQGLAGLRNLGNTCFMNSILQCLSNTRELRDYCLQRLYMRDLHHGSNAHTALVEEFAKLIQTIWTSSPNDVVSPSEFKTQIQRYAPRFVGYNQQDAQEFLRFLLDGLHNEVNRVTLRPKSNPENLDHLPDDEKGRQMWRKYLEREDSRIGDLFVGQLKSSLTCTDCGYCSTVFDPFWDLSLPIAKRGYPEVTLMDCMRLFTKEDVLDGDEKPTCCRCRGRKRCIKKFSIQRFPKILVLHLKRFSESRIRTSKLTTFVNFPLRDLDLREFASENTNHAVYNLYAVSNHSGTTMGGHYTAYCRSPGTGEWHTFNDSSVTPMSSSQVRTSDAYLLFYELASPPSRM
#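 Coupled readout: USP2-cleaved Ub-PLA2 (20nM final) turns over NBD C6-HPC (20uM final), Ex 460nm/Em 535nm after 2.5 h, time-zero read flagging artifacts. Enzyme (20nM final, pH 8.0 Tris) given 30 min RT with compound first; NEM defines full inhibition.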
# HBB splice mod: hemoglobin beta splicing modulation; Potency, µM (doses to about 46.1 µM), for the others: at the highest dose activation, hits mostly activators; AID 925; actives 0.06% (n = 65,000); HBB splicing reporter cell assay, activation; EGFP reporter with mutant IVS2-654 intron; response scale: normalised to 500 nM splice-correcting PNA; also: potency is read from the fitted curve at half-maximal effect; 0% is about no effect
#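 HeLa cells stably expressing EGFP interrupted by mutant beta-globin intron 2 (IVS2-654), 500/well in 2% FCS. Treated with compound for 2 days at 37C. Splicing correction scored as total well GFP intensity (488 nm excitation, 500-520 nm emission); 500 nM antisense PNA served as control.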
# HADH2 inh: inhibitors of human HADH2 dehydrogenase; actives 3.4% (n = 73,000); AID 886; recombinant HADH2, NADH fluorescence, beta-hydroxybutyryl-CoA; Potency, µM (titrated, usually from 57.1 µM), inactives show top-dose activity change, negative = inhibition, hits mostly inhibitors; Q99714; also: potency is read from the fitted curve at half-maximal effect; % is scaled to controls: 0 for no effect and ±100 for the full control effect; nearly all actives have a fitted effect of over 60% in size; many of its hits are not listed in these tables
# Target sequence (Q99714 whole entry, looked up, one chain of several): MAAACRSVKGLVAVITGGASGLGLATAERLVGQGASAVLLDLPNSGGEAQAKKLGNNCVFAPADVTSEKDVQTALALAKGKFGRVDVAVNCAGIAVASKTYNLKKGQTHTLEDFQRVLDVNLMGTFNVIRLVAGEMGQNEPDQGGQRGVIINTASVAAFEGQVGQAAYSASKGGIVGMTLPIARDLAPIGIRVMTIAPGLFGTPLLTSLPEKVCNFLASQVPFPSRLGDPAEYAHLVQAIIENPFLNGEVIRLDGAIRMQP
#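 Buffer 100 mM Tris-HCl pH 9.0/0.01% Tween-20; HADH2 20 nM; NAD+ 1 mM; beta-hydroxybutyryl-CoA 90 uM (all final). 15 min cpd preincubation, RT.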
# Hsp90 Hop PPI: changes Hsp90-Hop TPR2A binding signal, up or down; AlphaScreen TPR2A-His6 binding biotin-Hsp90 C-terminal peptide; Potency, µM (highest dose often 57 µM), without a hit: at the highest dose activity change, negative = inhibition; actives 0.44% (n = 71,000); active = well fitted curve in either direction with a large enough effect; inconclusive = small, poorly fitted or top-dose-only effect, or another doubt; also: potency is read from the fitted curve at half-maximal effect; % is scaled to controls: 0 for no effect and ±100 for the full control effect; many of its hits are not listed in these tables
# Active calls of the source: *; u = inconclusive; x = not tested or not shown; & = joins results of further samples; [ ] = dose if it differs, or a comment. Unless noted, calls follow the shape of the dose curve; as a rule, active = well fitted curve in the direction sought with a large enough effect; inconclusive = small, poorly fitted or top-dose-only effect, or another doubt; inactive = no such curve, though single readings can be large; an effect the other way counts as inactive or inconclusive.
SMILES,DNA Pol III inh,BRCT inh red,CRE-bla Fsk,Epigenetic mod,UbGFP stabilizer,BRCT PPI green,15-hLO inh,USP2a inh,HBB splice mod,HADH2 inh,Hsp90 Hop PPI
CN1C(C)(C)CCCC1(C)C,-6.0%[25.6 µM],2.9%,-1.2%[17.1 µM],6.1%[20.6 µM],-7.5%[20.5 µM],0.1%[3.08 µM],-11.0%,-3.0%,2.2%[20.6 µM],6.2%[25.6 µM],-4.8%[26 µM]
CCn1c(C(C#N)/C(=N\S(=O)(=O)c2cccs2)c2ccccc2)nc2ccccc21 (configuration not stated),-9.1%,-0.3%,14.4%,1.6%,3.2%,-2.0%,27.2%,0.6%,-0.1%[57.5 µM],-9.9%,4.3%
O=c1c2cnn(-c3ccc(F)cc3)c2ncn1Cc1ccccn1,-2.9%,0.4%,11.3%,0.0%,-4.8%,-3.9%,-11.1%,-2.3%,x,5.1%,-3.5%
COc1cccc(-c2cncnc2NCc2ccccc2OC)c1,-6.9%,0.6%,u,0.0%[9.22 µM],4.0%,-1.5%,-17.9%,-13.5%,-0.5%,-9.3%,-1.4%
Cc1cccn2c(=O)c3cc(C#N)c(=NC(=O)c4ccc5c(c4)OCO5)n(CC(C)C)c3nc12,0.8%,-1.4%,u,0.5%,0.0%,-0.9%,2.2%,4.1%,4.4%[1.84 µM],9.6%,-1.8%
Cc1ccco1,-3.8%,-0.4%,-5.9%,x,x,-1.0%,-0.1%,x,-0.4%,-2.1%,1.2%
COc1ccc(NC(=O)Nc2ccc(C(=O)N3CCOCC3)cc2)cc1,-6.8%,0.0%,-5.3%,2.1%,3.0%,-1.8%,-3.8%,-5.4%,-0.8%,2.6%,-5.1%
Cc1cc(Cl)ccc1OCc1nc(-c2ccc(O)cc2)n[nH]1,-0.7%,2.9%,u,0.0%,5.1%,-1.3%,-25.4%,6.5%,0.5%,-15.1%,-4.5%
COC(=O)Cn1c(=NC(=O)CSCC(=O)NC2CCCCC2)sc2cc(OC)ccc21,1.9%,-0.6%,u,0.0%,6.2%,0.0%,5.1%,-10.9%,0.6%,u,-2.6%
Cc1nn(-c2ccc(F)cc2)c(C)c1NS(=O)(=O)c1ccc(Cl)cc1,-7.9%,-0.4%,-16.6%,1.1%,1.5%,-1.3%,-11.8%,22.8%,-1.8%,-3.7%,-1.5%
CC(C)CO/N=C1/C[C@@H](O)[C@@H](O)[C@@H]2[C@@H]3C(=O)N(C(C)(C)C)C(=O)[C@H]3CC[C@H]12,x,1.7%[15.4 µM],x,x,x,1.0%[15.4 µM],-4.0%[11.4 µM],x,2.4%[9.22 µM],-6.2%[11.4 µM],x
Cc1cccc(CS(=O)(=O)Cc2ccc(C(=O)NCC3CCCO3)o2)c1 (configuration not stated),-1.7%,1.8%,1.5%,-1.0%,0.9%,-3.3%,-5.7%,-1.9%,-3.5%,2.6%,-2.1%
Cc1cc(C)c(S(=O)(=O)N(C)CC(=O)NC2CCCC2)c(C)c1,-4.0%,-1.4%,-2.0%,6.5%,4.2%,0.8%,5.9%,3.6%,-0.2%,17.8%,-1.9%
CCOC(=O)CC(=O)CSc1nc2sc(C)cc2c(=O)n1Cc1ccco1,3.2%,2.0%,u,2.7%,1.4%,3.4%,-2.6%,23.8%,0.3%,u,-5.4%
CO/N=C(\C)CCN1CCc2nc(-c3ccccc3)c(-c3ccccc3)cc2C1,x,-3.3%[15.4 µM],x,x,x,0.9%[15.4 µM],1.3%[11.4 µM],x,1.2%[9.22 µM],6.7%[11.4 µM],x
O=C(NCCC1=CCCCC1)NC1CCCCC1,-8.0%[11.4 µM],1.1%,u,2.6%,1.7%[9.17 µM],-1.8%,-8.5%[11.4 µM],1.4%[7.66 µM],-2.9%[0.0738 µM],7.0%[11.4 µM],-3.1%[11 µM]
CC(=O)O[C@H]1CC[C@@]2(C)C(=CC[C@@H]3[C@H]4CC[C@@H]([C@H](C)C(=O)O)[C@]4(C)CC[C@H]32)C1,-11.9%[11.4 µM],1.8%[15.4 µM],u,-5.6%[9.22 µM],4.9%[9.17 µM],-2.3%[15.4 µM],11.7%[11.4 µM],x,2.1%[9.22 µM],8.0%[11.4 µM],-0.2%[11 µM]
Cc1ccc(S(=O)(=O)NCc2ccncc2)cc1,1.0%,0.7%,u,1.2%,-4.8%,-2.1%,4.8%,-7.1%,-3.6%,-1.6%,2.2%
Cc1nc(-c2ccc(NS(C)(=O)=O)cc2)cs1,-1.3%,0.9%,-3.5%,-2.7%,5.1%,0.1%,2.2%,-2.5%,-0.4%,-7.9%,-0.6%
CC1(C)CC(=O)c2c(noc2-c2ccccc2)C1,-0.6%,-1.7%,u,-2.2%,5.6%,-0.4%,-3.7%,-2.4%,2.0%,0.1%,9.0%
CCOC(=O)[C@H](CCc1ccccc1)N[C@@H](C)C(=O)N1[C@H](C(=O)O)C[C@H]2CCC[C@@H]21,-4.3%[25.6 µM],-0.7%[34.4 µM],-5.0%[17.1 µM],0.0%[20.6 µM],7.9%[20.5 µM],-3.9%[34.4 µM],19.1%[25.6 µM],-5.0%[17.1 µM],0.2%[20.6 µM],0.4%[25.6 µM],-0.4%[26 µM]
CCOc1ccccc1N(C(=O)CNC(=O)c1ccco1)C(C(=O)NC(C)(C)C)c1ccncc1 (configuration not stated),-3.9%,-2.1%,1.3%,3.8%,-5.6%,-3.9%,2.9%,26.7%,x,9.1%,1.8%
CCOc1ccccc1Nc1nnc(SCC(=O)N2CCCC2)s1,-1.1%,-1.3%,-0.1%,-0.2%,-0.8%,-2.2%,-16.4%,-0.1%,-2.3%,0.7%,-0.5%
Cc1sc2ncnc(OCC(=O)N3CCN(S(=O)(=O)c4ccccc4)CC3)c2c1C,-0.8%,-0.4%,-9.6%,1.3%,6.1%,0.2%,-2.5%,31.0%[activator],-0.5%,6.6%,-2.6%
O=C(CSc1nc(-c2ccco2)cc(C(F)(F)F)n1)NC1CCCC1,-10.6%,1.2%,-9.9%,0.0%,4.3%,-1.2%,1.8%,x,0.3%,-2.4%,-4.0%

# Next section:
SMILES,DNA Pol III inh,BRCT inh red,CRE-bla Fsk,Epigenetic mod,UbGFP stabilizer,BRCT PPI green,15-hLO inh,USP2a inh,HBB splice mod,HADH2 inh,Hsp90 Hop PPI
CCC(=O)Nc1cccc(C(=O)c2ccccc2)c1,-5.7%,-1.3%,7.2%,-0.4%,2.8%,3.2%,-4.5%,3.3%,-2.1%,7.5%,-2.8%
Cc1cccc2nc(Cn3c(=O)n(CCC(=O)NCc4ccco4)c(=O)c4ccccc43)cc(=O)n12,5.7%,-1.2%,u,0.0%,-6.6%,-6.9%,3.7%,-2.8%,-0.7%,-10.8%,-0.5%
O=C(COc1ccccc1)Nc1ccc2c(c1)nc1n2CCSC1,-5.0%,-0.5%,u,0.0%,x,3.7%,-12.9%,46.1%[activator],1.4%[0.369 µM],u,-3.9%
O=[N+]([O-])c1cccc2c(Br)[nH]nc12,-7.9%&-3.1%,-1.5%,u,1.4%&-2.1%,-1.3%&-3.0%,-4.0%,12.6µM*,0.2%,0.0%,-11.4%&-5.8%,-2.5%&-9.7%
Cc1ccc(NC(=O)CSCC(=O)O)c(C)c1,1.3%,0.6%,3.0%,3.3%,0.0%,2.2%,4.0%,-0.7%,0.1%[57.5 µM],-14.0%,-1.1%
CC(C)c1cc(C(=O)Nc2cccc(Cl)c2)no1,-1.5%,-0.8%,6.8%,1.0%,0.0%,-2.5%,-5.6%,6.3%,-2.7%,-4.0%,6.2%
CN(C)c1ccc(NC(=O)Cn2c(=O)n(Cc3ccccc3)c(=O)c3ccccc32)cc1,-2.7%,1.1%,u,-3.8%,-7.4%,-0.6%,-3.9%,3.7%,-1.5%,5.5%,-6.3%
O=S(=O)(Cc1ccc(Cl)cc1)NCC1CCCO1 (configuration not stated),-8.8%,0.3%,-6.6%,-2.7%,-4.2%,0.0%,-2.5%,4.2%,2.0%,-1.4%,-6.9%
Cn1c(=O)c2c(nc(N3CCCCC3)n2CCCNC2=NCCCC2)n(C)c1=O,-3.4%,-0.1%,u,10.2%,-0.6%,-2.1%,1.0%,-4.9%,-1.1%,8.0%,-5.7%

# Not all compounds are listed (hit frequency here may not be typical).
